Screening results (PubChem BioAssay)
Pol eta inh: qHTS for Inhibitors of Polymerase Eta | DNA polymerase eta (Homo sapiens), Q9Y253 | recombinant Pol eta, fluorescent DNA replication assay | Potency, µM (top dose mostly 114 µM), for the others: at the highest dose activity change, negative = inhibition, usual class: inhibitors | 390,000 tested, 1.2% active | AID 588591, 2011; further: potency means the concentration at half of the fitted maximal effect; on the % scale 0 is the no-effect control and ±100 the full control effect
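Fluorescent replication assay: 50 nM final substrate added after a 15 min room-temperature compound preincubation with 10 nM enzyme. Signal taken at 0 min and again at 10 min.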
PGK inhibitor: qHTS Assay to Find Inhibitors of Phosphoglycerate Kinase | Phosphoglycerate kinase, glycosomal (Trypanosoma brucei brucei), P07378 | PGK/GAPDH coupled, Kinase-Glo luminescence, 60 min | Potency, µM (highest dose often 57.5 µM), without a hit: at the top dose activity change, negative = inhibition, usual class: inhibitors | 380,000 tested, 0.043% active; further: potency means the concentration at half of the fitted maximal effect; on the % scale 0 is the no-effect control and ±100 the full control effect; nearly all actives have a fitted effect of over 60% in size
Target sequence (P07378 whole entry, looked up): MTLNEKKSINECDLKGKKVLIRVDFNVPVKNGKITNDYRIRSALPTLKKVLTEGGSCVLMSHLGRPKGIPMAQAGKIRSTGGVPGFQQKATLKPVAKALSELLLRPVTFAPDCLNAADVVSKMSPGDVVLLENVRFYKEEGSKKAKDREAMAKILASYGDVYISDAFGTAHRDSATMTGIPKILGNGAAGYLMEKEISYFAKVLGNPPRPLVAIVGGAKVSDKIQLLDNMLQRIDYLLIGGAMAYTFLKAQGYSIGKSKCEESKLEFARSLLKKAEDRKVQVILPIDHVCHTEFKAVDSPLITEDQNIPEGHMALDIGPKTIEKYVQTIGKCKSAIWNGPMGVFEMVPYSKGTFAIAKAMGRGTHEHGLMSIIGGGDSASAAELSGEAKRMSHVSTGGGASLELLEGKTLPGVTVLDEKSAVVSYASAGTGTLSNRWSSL
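Recombinant glycosomal PGK reaction used 1,3-bisphosphoglycerate generated in-well by GAPDH (100nM final) in 100mM TEA pH 7.6, 5mM MgCl2, 0.01% Tween-20. After 60 minutes at room temperature, ATP was read by Kinase-Glo Plus luminescence end-point.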
Anesthetic bind: qHTS Assay for Identification of Novel General Anesthetics; Ferritin light chain (Equus caballus), P02791; apoferritin/1-aminoanthracene competitive binding, fluorescence; Potency, µM (doses to about 77.5 µM), inactives show at the top dose activity change, negative = displacement, most hits filed as inhibitors; 350,000 tested, 0.074% active; AID 485281, 2010; further: potency means the concentration at half of the fitted maximal effect; on the % scale 0 is the no-effect control and ±100 the full control effect; nearly all actives have a fitted effect of over 20% in size
Target sequence (P02791 2-175 limits assumed): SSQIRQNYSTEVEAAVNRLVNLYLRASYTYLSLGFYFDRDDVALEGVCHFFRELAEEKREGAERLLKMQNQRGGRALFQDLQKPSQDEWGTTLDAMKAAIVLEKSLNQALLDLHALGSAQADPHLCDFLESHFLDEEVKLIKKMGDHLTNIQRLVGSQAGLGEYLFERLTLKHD
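Horse-spleen apoferritin (10 uM) was mixed with 50% saturated 1-aminoanthracene in PBS, exposed to compounds for 10 min at room temperature, and read for fluorescence (ex 380 nm, em 535 nm). Competitive displacement was fitted with a four-parameter Hill equation.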
BLM helicase inh: qHTS Assay for Inhibitors of Bloom's syndrome helicase (BLM) | recombinant BLM DNA unwinding, fluorescence dequenching | 350,000 tested, 0.2% active | Potency, µM (titrated, usually from 56.1 µM), without a hit: at the top dose activity change, negative = inhibition, hits mostly inhibitors | RecQ-like DNA helicase BLM (Homo sapiens), P54132;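 further: potency means the concentration at half of the fitted maximal effect; plate controls were vehicle for no effect and no enzyme for full effect; nearly all actives have a fitted effect of over 35% in size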
Pol beta inh: qHTS Assay for Inhibitors of DNA Polymerase Beta | P06746 | Pol beta primer extension/strand displacement, fluorescence kinetic | Potency, µM (series often up to 114 µM), inactives show at the top dose activity change, negative = inhibition, hits mostly inhibitors | 340,000 tested, 1.3% active | AID 485314, 2010; further: potency means the concentration at half of the fitted maximal effect; on the % scale 0 is the no-effect control and ±100 the full control effect
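Pol beta (10 nM) and compounds were preincubated 15 min at room temperature, then 50 nM substrate (final) started primer extension/strand displacement. Reads were taken at 0 and 10 min; concentration-response data were fitted to a four-parameter Hill equation.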
APEX1 inh: qHTS Assay for Inhibitors of the Human Apurinic/apyrimidinic Endonuclease 1 (APE1); Potency, µM (doses to about 65.8 µM), for inactives: at the highest dose activity change, negative = inhibition, most hits filed as inhibitors; AID 2517, 2012; recombinant APE1, TAMRA/BHQ-2 abasic DNA cleavage fluorescence; DNA repair nuclease/redox regulator APEX1 (Homo sapiens), P27695; 350,000 tested, 0.35% active;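 further: potency means the concentration at half of the fitted maximal effect; plate controls were vehicle for no effect and reference inhibitor for full effect; nearly all actives have a fitted effect of over 55% in size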
Target sequence (P27695 whole entry, looked up): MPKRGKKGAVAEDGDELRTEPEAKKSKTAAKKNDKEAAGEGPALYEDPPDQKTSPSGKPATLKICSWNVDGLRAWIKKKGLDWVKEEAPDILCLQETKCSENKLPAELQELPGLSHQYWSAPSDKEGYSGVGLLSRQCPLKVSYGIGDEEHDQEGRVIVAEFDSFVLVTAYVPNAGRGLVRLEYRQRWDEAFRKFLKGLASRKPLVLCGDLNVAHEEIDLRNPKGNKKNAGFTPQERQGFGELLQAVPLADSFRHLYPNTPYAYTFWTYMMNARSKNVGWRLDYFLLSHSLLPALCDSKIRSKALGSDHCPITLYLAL
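Activity was derived from the fluorescence gain between first and third kinetic reads (60 s intervals, ex 525/em 598 nm) after 50 nM THF-abasic TAMRA/BHQ-2 duplex was added to 0.75 nM APE1 preincubated 15 min with compound.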
Pol kappa inh: qHTS for Inhibitors of Polymerase Kappa. DNA polymerase kappa (Homo sapiens), Q9UBT6. purified Pol kappa, fluorescent DNA synthesis assay, 10 min. Potency, µM (highest dose often 107 µM), for the others: top-dose activity, negative = inhibition, hits mostly inhibitors. 400,000 tested, 0.53% active. AID 588579, 2011; further: potency means the concentration at half of the fitted maximal effect; on the % scale 0 is the no-effect control and ±100 the full control effect
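50 nM final substrate added after 15 min RT preincubation of 10 nM Pol kappa with compound; fluorescence read at 0 and 10 min.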
RXFP1 antag: qHTS Assay for Antagonists of the Relaxin Receptor RXFP1 | activity change, negative = inhibition, % at 57.5 µM | HEK293-RXFP1, relaxin-stimulated cAMP HTRF, 30 min; active compounds read low | 350,000 tested, 0.59% active;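 active means activity change of -60% or lower, but not beyond a set lower limit; inconclusive means change between -60% and -40%, or beyond the set limit; inactive means change above -40%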; further: on the % scale 0 is the no-effect control and ±100 the full control effect
POLI inh: qHTS for Inhibitors of Polymerase Iota. DNA polymerase iota (Homo sapiens), Q9UNA4. Pol iota fluorescent replication assay, 10 min. Potency, µM (series often up to 115 µM), without a hit: top-dose activity, negative = inhibition, usual class: inhibitors. 390,000 tested, 1% active. AID 588590, 2011; further: potency means the concentration at half of the fitted maximal effect
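Pol iota at 10 nM preincubated 15 min with compounds at room temperature; reaction started with fluorescent substrate, 50 nM final. Fluorescence read kinetically at 0 and 10 min; buffer-only wells as negative control.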
* hit, by the source's call; i = inactive; ? = inconclusive; / = not tested or not shown; [ ] = another dose, or the depositor's remark. Unless noted, the call rests on the fitted dose curve; in most records, active means well fitted curve in the direction sought with a large enough effect; inconclusive means small, poorly fitted or top-dose-only effect, or another doubt; inactive means no such curve, though single readings can be large; an effect the other way counts as inactive or inconclusive.

SMILES	Pol eta inh	PGK inhibitor	Anesthetic bind	BLM helicase inh	Pol beta inh	APEX1 inh	Pol kappa inh	RXFP1 antag	POLI inh
CO/N=C/c1cn(-c2ccc(Cl)cc2)nn1	-1%	-8%	-2%	0%	5%	-9%	-12%	-15	94%[activator]
CNC(=O)c1[nH]cnc1C(=O)NCC(=O)OCc1ccccc1	-14%	-3%	-13%	0%	101%	20%	-17%	/	31%[activator]
CC(C)OC(=O)CC12CN(C)CC(CC(=O)OC(C)C)(CN(C)C1)C2=O	-3%	-3%	-8%	-3%	46%	1%	-15%	-2	4%
COc1ccc(C(=O)NCC(=O)N/N=C/c2cccc(OC(=O)c3ccco3)c2)cc1OC	-17%	-5%	?	-3%	3%	-1%	13%	0	51%[activator]
O=C(/C=C/c1ccco1)N/C(=C\c1ccco1)C(=O)NCCc1nc2ccccc2[nH]1	?	-9%	-14%	-11%	-11%	3%	-8%	5	-10%
COc1cc(C=O)c(Br)cc1OCC(=O)NCc1ccccc1	4%	3%	-19%	-4%	-18%	2%	-3%	9	1%
Cc1ccccc1NC(=O)CN(C)S(=O)(=O)c1cccs1	-5%	9%	-14%	0%	50%	-3%	-7%	3	127%[activator]
COc1cc(/C=N/N=C2/C(=O)Nc3ccccc32)ccc1O	?	-17%	-12%	-10%	10%	11%	-18%	-1	25%
CC1CC(C)CN(C(=O)c2ccc(Br)c(S(=O)(=O)N3CCOCC3)c2)C1 (stereo not given)	-14%	-9%	/	/	/	-4%	-7%	11	13%
CN(C)c1ccc(C=C2C(=O)OC(C)(C(C)(C)C)OC2=O)cc1 (stereo not given)	1%	2%	-15%	-1%	5%	4%	-10%	-2	5%
CC(=O)Nc1cc2c(cc1NC(=O)Cn1nc(-c3ccccc3F)ccc1=O)OCCO2	1%	-1%	-13%	2%	40%	1%	-1%	-27	122%[activator]
C[C@H](CO)N1C[C@H](C)[C@@H](CN(C)S(=O)(=O)c2cccs2)Oc2c(NS(=O)(=O)c3ccc(F)cc3)cccc2C1=O	-9%	-15%	/	/	/	25%	-17%	/	-5%
COc1ccc(-c2nn(CC(=O)N3CCCCC3)c(=O)c3ccccc23)cc1	/	/	?	-4%	-6%	2%	/	/	/
O=C(NNC(=O)c1ccc(NC(=O)c2ccccc2)cc1)c1ccc(F)cc1	-15%	-7%	-3%	-11%	?	?	-12%	4	?
CC(=O)Nc1ccc(-c2nn[nH]n2)cc1Cl	-6%	7%	2%	3%	31%	7%	3%	2	-3%
Cc1ccc(NC(=S)N/N=C/c2c(Cl)cccc2Cl)c(C)c1	?	i	-5%	-4%	10%	-5%	-2%	-20	-8%
CCOC(=O)N1CCN(C(=O)CN(Cc2ccccc2)S(=O)(=O)c2ccc(OC)c(C)c2)CC1	-18%	-5%	-1%	-2%	-10%	-3%	-15%	-3	-13%
CCN1C(=O)N[C@@H](c2cccc(F)c2)C(C(C)=O)=C1C	-5%	3%	/	0%[12.4 µM]	/	-6%[12.4 µM]	-7%	/	32%[activator]
COc1ccc(CCNC(=O)Cn2c(=O)n(-c3cc(F)ccc3F)c(=O)c3sccc32)cc1OC	-11%	i	-8%	0%	-1%	1%	-17%	-15	65%[activator]
CCN(CC(=O)Nc1c(F)cccc1F)C(=O)CN(C)S(=O)(=O)c1ccc(F)cc1	-7%	-1%	/	/	/	23%	-5%	14	36%[activator]
Cc1cc(C)n2nc(SCC#N)nc2n1	-8%	i	9%	-8%	13%	-1%	-16%	2	-6%
COc1cccc(CNC(=O)c2ccc(S(=O)(=O)N3CCCC3)cc2)c1	-1%	-2%	?	-2%	-1%	3%	-12%	2	1%
CC(=O)OCC(NC(=O)C(C)NC(=O)OC(C)(C)C)C1OC(n2ccc(=O)[nH]c2=O)C(OC(C)=O)C1OC(C)=O (stereo not given)	/	/	7%	3%	/	-3%	-11%	/	82%[activator]
CCCCCCC(=O)NC(Nc1ccc(S(N)(=O)=O)cc1)C(Cl)(Cl)Cl (stereo not given)	-14%	-3%	-17%	-8%	?	-7%	-4%	-13	0%
CC1CC2(CC(C)(C(=O)CSc3n[nH]c(-c4ccccc4Cl)n3)OC2=O)C(=O)O1 (stereo not given)	-8%	i	5%	-2%	-21%	6%	-9%	-22	6%
CCCn1nnc(NC(=O)c2ccc(OC)cc2)n1	0%	-1%	-8%	2%	6%	2%	5%	3	25%
CCc1ccccc1NC(=O)c1cc(S(=O)(=O)N2CCc3ccccc32)ccc1F	-10%	2%	2%	-6%	3%	/	-8%[60.1 µM]	-6	13%
Cc1ccccc1N(CC(=O)N1CCN(c2ccccc2)CC1)S(C)(=O)=O	12%	-1%	-11%	-4%	29%	0%	-5%	-12	16%
O=C1CCC([N+](=O)[O-])C(c2ccccc2F)N1 (stereo not given)	-13%	-3%	5%	0%	54%	29%	25%	-4	30%
O=C1CCN(CCCc2ccccc2)CCN1[C@H](CO)Cc1ccccc1	-22%	-8%	-12%	-1%	106%	5%	-1%	/	-22%
COc1ccc(C2C(=O)N(C3CCC(C)CC3)CC(=O)N2CCc2ccccc2)cc1OC (stereo not given)	-16%	3%	-6%	-2%	1%	/	-13%[60.1 µM]	-4	20%
Cc1ncc(CO)c2cc(C(=O)Nc3cccc(F)c3)c(=Nc3cccc(C(N)=O)c3)oc12	-12%	i	2%	-4%	5%	0%	-12%	-1	-6%
Cc1nn(S(=O)(=O)N2CCOCC2)c(C)c1Br	-17%	7%	-3%	-3%	-8%	2%	-9%	-2	37%[activator]
O=C(C1CCCO1)N1CCc2ccccc21 (stereo not given)	9%	4%	3%	-8%	-1%	-1%	-14%	-9	11%
CC1CCC(C(=O)NC(C(=O)NCCN2CCC(C)CC2)C(C)C)CC1 (stereo not given)	-4%	i	5%	-2%	-22%	3%	-1%	-1	7%
COc1cccc(NC(=O)CSc2nnc(-c3cccnc3)o2)c1	-7%	-2%	/	/	/	2%	-13%	-83*	17%
CC(C)(C)NS(=O)(=O)c1ccc(NC(=O)C2CCCO2)cc1 (stereo not given)	-14%	i	-6%	-1%	7%	2%	0%	20	55%[activator]
COc1ccc(O)c(/C=C2/SC(=S)N(Cc3ccccc3)C2=O)c1	-23%	-11%	?	-3%	-10%	29%	-9%	3	-16%
COc1cc(CN2CCN(CC3CC3)CC2CCO)cc(OC)c1 (stereo not given)	-16%	i	-5%	2%	19%	16%	3%	-4	154%[activator]
COc1cc(S(=O)(=O)Nc2c(C)nn(C)c2C)ccc1NC(C)=O	-8%	1%	/	/	/	-13%	-4%	-8	-7%
COc1ccc(CC(=O)Nc2nc(-c3ccncc3)cs2)cc1	1%	-11%	?	-8%	22%	14%	-14%	-22	14%
CCOc1ccccc1NC(=O)C1CCN(S(=O)(=O)c2ccc3[nH]c(=O)ccc3c2)CC1	-5%	5%	-15%	-4%	-2%	/	-2%[60.1 µM]	/	?
COc1ccc(C(=S)Nc2ccccc2)cc1	-7%	-8%	-16%	1%	0%	-1%	-7%	-5	-6%
O=C1CCc2cc(S(=O)(=O)NCCc3ccc(Cl)cc3)cc3c2N1CC3	-9%	-8%	/	/	/	30%	-3%	-12	-6%
CCCCN(Cc1ccco1)C(=O)C1CCCN(c2ncnc3c2nc2n3CCCCC2)C1 (stereo not given)	-15%	-4%	-19%	-1%	2%	47%[activator]	-18%	-15	-13%
CCOc1ccccc1C(=O)Nc1cc(C(=O)NCC(C)C)ccc1Cl	/	/	-17%	-3%	-17%	-1%	/	/	/
CCN(CC)c1nc2ccccc2nc1C(C#N)C(=O)NCCCOC (stereo not given)	-12%	3%	129%[activator]	-6%	-29%	-1%	-15%	-4	6%
Cc1csc2nc(COC(=O)CNC(=O)c3ccccc3Cl)cc(=O)n12	-14%	i	1%	0%	-9%	/	-21%	-10	8%
COc1cc(/C=C/C(=O)OCC(=O)c2c(N)n(C)c(=O)n(C)c2=O)ccc1OC(F)F	-5%	-9%	-8%	-16%	0%	1%	-15%	-32	35%[activator]
COc1ccc(N2CCN(c3nc4ccccc4n4c(C)nnc34)CC2)cc1	-10%	0%	-16%	0%	2%	/	-5%	0	0%
COc1ccc(S(=O)(=O)N(C)CC(=O)NCc2ccccn2)cc1	1%	-13%	6%	0%	21%	11%[12.4 µM]	6%	-8	?
O=C(/C=C/c1cccnc1)/C=C/c1cccnc1	-24%	-9%	7%	-1%	-10%	?	-11%	-37	?
Cc1cccc(NC(=S)N(CCN(C)C)Cc2cc3cccc(C)c3[nH]c2=O)c1	-13%	1%	-7%	-3%	-4%	6%	-8%	-16	?

Only POLI inh, for some of the entries so far:
Structure,POLI inh
COc1cc(S(=O)(=O)Nc2c(C)nn(C)c2C)ccc1NC(C)=O,-7%
C[C@H](CO)N1C[C@H](C)[C@@H](CN(C)S(=O)(=O)c2cccs2)Oc2c(NS(=O)(=O)c3ccc(F)cc3)cccc2C1=O,-5%
Cc1ccc(NC(=S)N/N=C/c2c(Cl)cccc2Cl)c(C)c1,-8%
COc1ccc(CC(=O)Nc2nc(-c3ccncc3)cs2)cc1,14%

A portion of the library; rates above refer to the full screens.
